Compound activity as filed in PubChem BioAssay.
TDP-43 yeast inh – qHTS of TDP-43 Inhibitors | TDP-43 expressing yeast growth rescue, BacTiter-Glo, 24 h | Potency, µM (series often up to 46.1 µM), for inactives: top-dose growth rescue (activation), actives largely listed as activators | 410,000 tested, 1.8% active; also: % of control where 0% means no effect; nearly all actives have a fitted effect of over 50% in size
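Yeast cells expressing TDP-43 under galactose induction are exposed to compounds for 24 hr at 30 deg C. BacTiter-Glo luminescence measures growth, so protective compounds score as activators.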
GLP-1R agonist – qHTS of GLP-1 Receptor Agonists | Glucagon-like peptide 1 receptor (Homo sapiens), P43220 | HEK293 GLP-1R CRE-luciferase, luminescence, 4-6 h; cells express a hypersensitive GLP-1R form | Potency, µM (top dose mostly 45.6 µM), for the others: top-dose activation, actives largely listed as activators | 380,000 tested, 0.007% active | AID 624172, 2012; also: % of control where 0% means no effect
Target sequence (P43220 whole entry, looked up): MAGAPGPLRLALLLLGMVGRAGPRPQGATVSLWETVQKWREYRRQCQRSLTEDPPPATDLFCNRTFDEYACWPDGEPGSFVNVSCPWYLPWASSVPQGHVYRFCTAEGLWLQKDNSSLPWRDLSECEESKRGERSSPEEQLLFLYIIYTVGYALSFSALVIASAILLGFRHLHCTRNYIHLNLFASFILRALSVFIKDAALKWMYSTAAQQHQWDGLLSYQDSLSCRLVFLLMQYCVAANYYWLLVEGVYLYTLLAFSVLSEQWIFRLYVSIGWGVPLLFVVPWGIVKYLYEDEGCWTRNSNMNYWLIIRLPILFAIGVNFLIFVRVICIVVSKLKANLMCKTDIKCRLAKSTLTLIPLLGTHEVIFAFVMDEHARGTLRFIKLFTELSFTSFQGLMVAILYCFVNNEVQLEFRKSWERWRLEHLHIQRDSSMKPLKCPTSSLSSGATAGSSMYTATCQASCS
GLP1R cytotox – qHTS of GLP-1 Receptor Inverse Agonists: Cytotox Screen; Potency, µM (highest dose often 38.3 µM), without a hit: at the highest dose activity change, negative = inhibition, usual class: inhibitors; HEK293 cAMP-luciferase reporter cells, luminescence, 24 h; 410,000 tested, 0.13% active;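 also: loss of luciferase light is scored as toxicity; % is scaled to controls: 0 for no effect and ±100 for the full control effect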
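To flag toxic compounds, the library was rerun on cells for 24 hr at 37 deg C and 5% CO2. Viability-linked luminescence was captured 12 min after adding luciferase detection reagent.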
HT1080-NT tox – qHTS for induction of synthetic lethality in tumor cells producing 2HG: qHTS for the HT-1080-NT fibrosarcoma cell line; HT-1080-NT fibrosarcoma viability, CellTiter-Glo ATP luminescence, 48 h; Potency, µM (top dose mostly 46.1 µM), inactives show at the top dose activity, negative = less viability, actives largely listed as cytotoxic; 360,000 tested, 1.6% active; AID 686970, 2013;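 also: NT is the 2HG producing partner of a matched IDH1 knockdown line; 0% = DMSO-treated cells and -100% = media-only wells without cells; nearly all actives have a fitted effect of over 55% in size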
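HT-1080-NT fibrosarcoma cells (2HG-overproducing), 750 cells/well in RPMI with 5% FBS, dosed after 2 h and incubated 48 h at 37C. CellTiter-Glo luminescence normalized to DMSO and no-cell wells; concentration-response curves fitted and classed.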
KB-3-1 tox – qHTS assay for MDR1-selective chemotherapeutics: Primary screen using the parental adenocarcinoma cell KB-3-1. KB-3-1 viability, CellTiter-Glo ATP luminescence, 72 h. Potency, µM (doses to about 46.1 µM), for the others: at the highest dose activity change, negative = cytotoxic, most hits filed as cytotoxic. 400,000 tested, 1.4% active; also: % is scaled to controls: 0 for no effect and ±100 for the full control effect; nearly all actives have a fitted effect of over 60% in size
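Multi-concentration cytotoxicity screen in KB-3-1 cells grown in DMEM lacking phenol red with 10% FBS. After 72 h at 37 °C with compound, ATP-dependent luminescence was recorded.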
GLP-1R inv ag – qHTS of GLP-1 Receptor Inverse Agonists (Inhibition Mode); Glucagon-like peptide 1 receptor (Homo sapiens), P43220; HEK293 GLP-1R CRE-luciferase, luminescence, 24 h; GLP-1R form is constitutively active; Potency, µM (titrated, usually from 38.3 µM), for the others: top-dose activity change, negative = inhibition, actives largely listed as inhibitors; 410,000 tested, 1.6% active; AID 624417, 2012; also: % is scaled to controls: 0 for no effect and ±100 for the full control effect; nearly all actives have a fitted effect of over 55% in size
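Assay principle: reduced luminescence from a cAMP-responsive reporter in HEK293 cells co-expressing a constitutively active GLP-1R. Conditions: 24 hr compound incubation, 37 deg C, 5% CO2.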
KB-V1 MDR tox – qHTS assay for MDR1-selective chemotherapeutics: Primary screen using the drug-selected MDR subline cells KB-V1 | 400,000 tested, 3.4% active | KB-V1 MDR cells viability, CellTiter-Glo, 72 h | Potency, µM (doses to about 46.1 µM), inactives show top-dose activity change, negative = cytotoxicity, actives largely listed as cytotoxic; also: % is scaled to controls: 0 for no effect and ±100 for the full control effect; nearly all actives have a fitted effect of over 60% in size
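Following 72 h at 37 degrees C with compound, KB-V1 cell viability was read by CellTiter-Glo luminescence, medium being phenol-red-free DMEM plus 10% FBS; concentration-response parameters came from normalized, curve-fitted qHTS data.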
HT1080 IDH1KD tx – qHTS for induction of synthetic lethality in tumor cells producing 2HG: qHTS for the HT-1080-IDH1KD cell line; AID 686971, 2013; 360,000 tested, 2% active; HT-1080 IDH1 knockdown viability, ATP luminescence, 48 h; Potency, µM (titrated, usually from 46.1 µM), for inactives: at the top dose activity, negative = toxicity, usual class: cytotoxic;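 also: 0% = DMSO wells and -100% = cell-free medium wells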
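After a 2 h attachment period, IDH1KD HT-1080 cells took pin-transferred compound for 48 h at 37 °C; ATP-based luminescence after 10 min room-temperature reagent incubation reported viability.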
SW480 rereplic – A quantitative high throughput screen for small molecules that induce DNA re-replication in SW480 colon adenocarcinoma cells; SW480 DNA re-replication, Hoechst DNA content imaging, 48 h; Potency, µM (highest dose often 46.1 µM), inactives show top-dose re-replication activation, most hits filed as activators; 340,000 tested, 1.8% active; also: % of control where 0% means no effect; nearly all actives have a fitted effect of over 55% in size
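SW480 cells exposed to compounds for 48 hr at 37 C, 5% CO2, then Hoechst-stained 40 min. Nuclear DNA content imaged by fluorescence scanning (405 nm excitation, 500-530 nm emission); re-replication scored as increased high-intensity nuclei.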
Starred values were filed as active, the others as inactive; ? = inconclusive; . = no result given; [ ] = dose if it differs, or a comment. Calls follow the shape of the dose curve; as a rule, active = well fitted curve in the direction sought with a large enough effect; inconclusive = small, poorly fitted or top-dose-only effect, or another doubt; inactive = no such curve, though single readings can be large; an effect the other way counts as inactive or inconclusive. Potency is read from the fitted curve at half-maximal effect. Random draw from the library (roughly 9.4% active in at least one column).

compound | KB-V1 MDR tox | GLP-1R inv ag | TDP-43 yeast inh | GLP-1R agonist | SW480 rereplic | HT1080 IDH1KD tx | GLP1R cytotox | KB-3-1 tox | HT1080-NT tox
O=c1[nH]c(CSc2nnc(Nc3ccccc3)s2)nc2ccccc12 | 3.6% | 67.8%[activator] | 3.8% | 1.8% | 16.4µM* | -1.4% | -13.2% | -19.8% | -1.2%
S=c1[nH]nc(CSCc2ccccc2Cl)n1C1CCCCC1 | ? | ? | -0.5%[9.22 µM] | 7.0% | 0.0% | -6.1% | -9.3% | ? | -1.7%
O=C(CN(Cc1ccco1)S(=O)(=O)c1ccccc1)N/N=C/c1ccccc1C(=O)O | -17.0% | 1.1%[7.66 µM] | -5.7%[9.22 µM] | 1.9% | 3.8% | -3.6% | -0.2%[7.66 µM] | -1.1% | 1.5%
COCCNC(=S)NC(=O)c1ccc(C(C)(C)C)cc1 | -1.1% | ? | ? | 12.4% | -12.8% | 0.5% | -25.3% | -3.6% | -0.5%
COc1ccc(Cn2c(=O)c3ccccc3n3c(-c4ccc(C)cc4)nnc23)cc1 | 0.0% | 4.7% | -2.1% | . | . | . | -5.9% | 1.5% | .
O=C(O)COc1ccccc1/C=C1\SC(=O)N(Cc2ccc(F)cc2)C1=O | -6.2% | ? | -5.3% | 0.3% | -7.5% | 0.1% | -2.4% | 0.0% | -13.5%
CCOC(=O)C1=CN(Cc2cccc(I)c2)S(=O)(=O)N(C)C1C (stereo not given) | 0.0% | ? | -3.4% | -3.9% | ? | -8.0% | 19.8% | 0.0% | -10.4%
COc1ccc(/C=C/C(=O)NCCCn2ccnc2)cc1 | 0.7% | 8.5% | 12.2% | 8.1% | -3.8% | 18.2% | -5.3% | -1.7% | 4.4%
CS(=O)(=O)N(CC(=O)NCc1ccc2c(c1)OCO2)Cc1ccccc1 | 10.2% | -21.7% | 13.9% | -3.3% | ? | -6.8% | -13.5% | 9.8% | -12.7%
Cc1ccc(-n2nc(C)c3c2OC(N)=C(C#N)C3c2cccs2)cc1 (stereo not given) | 5.2% | 2.8% | -7.0% | -10.2% | -6.5% | -3.5% | -1.2% | 13.2% | 6.1%
CC(/C=N/NC(=O)c1nnn(-c2nonc2N)c1C)=C\c1ccccc1 | 8.6% | 9.3% | 1.8% | 0.4% | 0.8% | 23.5% | 4.6% | 26.7% | ?
Cc1c(C#N)c(O)n(C)c(=O)c1N=Nc1ccc(S(N)(=O)=O)cc1 | 8.2% | 30.6% | 4.8% | -1.7% | 3.3% | -0.8% | -0.7% | -8.2% | -2.2%
CCc1cc(=O)oc2c(CN3CCN(C)CC3)c(O)ccc12 | 9.6% | 2.0% | 11.1% | 2.3% | 0.8% | 19.2% | 43.6%[activator] | 3.6% | 10.4%
Cc1cc(Cl)ccc1OC(C)C(=O)NCCCn1ccnc1 (stereo not given) | ? | -10.7% | 11.9% | 5.2% | -2.8% | -2.2% | -5.7% | -14.9% | 6.5%
COc1ccc(OC)c(-c2cc(C(=O)N3CCN(c4ccccc4)CC3)no2)c1 | -13.2% | -24.3% | 22.4µM* | 24.9% | 3.2% | -15.5% | 4.0% | 0.0% | -0.5%
O=C(Nc1ccccc1N1CCCCC1)c1cccc(F)c1 | -4.1% | ? | 12.6µM* | 2.5% | -19.2% | 0.9% | -1.3% | -2.3% | 18.3%
CCCc1nc2c(nnn2Cc2ccccc2F)c(=O)[nH]1 | ? | 55.5%[activator] | -17.0% | 6.8% | -6.3% | 5.9% | -15.6% | 2.1% | 0.0%
Nn1c(SCC(=O)NCc2ccccc2)nncc1=O | -1.5% | 17.4% | 13.8% | -2.7% | -6.3% | 23.2% | -3.8% | 0.0% | 5.8%
COc1ccc2oc(=O)cc(CN3CCOCC3)c2c1 | ? | 5.1% | 24.4% | 4.6% | 9.6% | 1.7% | -3.3% | 20.2% | -6.1%
O=C(CNc1ccc2ccccc2c1)N/N=C/c1ccc(OC(=O)/C=C/c2ccco2)cc1 | -4.5% | ? | -4.7% | 2.7% | -1.4% | ? | -22.3% | 26.8% | ?
O=C1Cc2ccccc2C(=O)N1Nc1ccccc1 | 0.0% | ? | 8.4% | -2.0% | -4.7% | 18.4% | -23.3% | -0.3% | -16.8%
COc1ccc(NC(=S)NC(=O)/C=C/c2ccccc2)cc1 | 0.0% | 32.1%[activator] | 21.1% | 15.2% | 2.5% | 1.8% | -29.3% | 2.2% | -28.7%
CC(=O)NC(=S)Nc1sc2c(c1C#N)CCCCC2 | ? | 33.9% | ? | 7.0% | -6.7% | ? | -0.5% | -5.7% | 3.9%
CC(C)c1ccc(Nc2nc(CC(=O)O)cs2)cc1 | 8.4% | -3.8% | ? | 0.5% | -2.4% | 2.4% | 14.9% | 13.7% | 9.1%
CC(=O)N(C)c1ccc(NC(=S)NCC(C)C)cc1 | 0.0% | 10.4% | 24.4% | -3.2% | -12.9% | -1.7% | 3.3% | 12.7% | 10.2%
COCCCN(CC(=O)Nc1ccc(N2CCOCC2)cc1)S(=O)(=O)c1ccc(C)cc1 | ? | 0.7%[7.66 µM] | 9.8% | -1.6% | -3.1% | -0.5% | -1.0%[7.66 µM] | 15.8% | -0.3%
N#Cc1ccc(-c2csc(NC3=NCCCCC3)n2)cc1 | -2.6% | 59.5%[activator] | -3.6% | 19.8% | 9.2% | -15.9% | 3.8% | -1.8% | -17.8%
Cc1cc(NC(=O)CSc2nc3ccccc3c(=O)n2Cc2ccc(F)cc2)no1 | -17.6% | -7.2% | 20.0% | 2.8% | 13.3% | -20.6% | 0.6% | 2.0% | -25.6%
CCOC(=O)C[C@@H]1OC[C@H](C(C)C)N1S(=O)(=O)c1ccc(C)cc1 | -31.0% | -5.3% | 2.8% | . | . | -0.4% | -5.4% | 12.9% | 6.9%
CC(C)(C)OC(=O)C[C@H]1C/C=C\C[C@@H](CC(=O)N(CCO)Cc2ccccc2)C(=O)NC[C@@H](c2ccccc2)OC1=O | 0.0% | -6.9% | 7.4% | 3.0% | 3.1% | 2.6% | -8.7% | -2.9% | -0.1%

SW480 rereplic, entries above that show a hit.
SMILES	GLP-1R inv ag	TDP-43 yeast inh	GLP-1R agonist	SW480 rereplic
O=c1[nH]c(CSc2nnc(Nc3ccccc3)s2)nc2ccccc12	67.8%[activator]	3.8%	1.8%	16.4µM*

Going on with the list:
compound | KB-V1 MDR tox | GLP-1R inv ag | TDP-43 yeast inh | GLP-1R agonist | SW480 rereplic | HT1080 IDH1KD tx | GLP1R cytotox | KB-3-1 tox | HT1080-NT tox
Nc1ncnc2c1ncn2C1CCCO1 (stereo not given) | 3.5% | 9.2% | 35.5µM* | -1.9% | -1.7% | -0.4% | 4.4% | 0.0% | 17.2%
COc1ccc(-n2nc3c(c2NC(=O)C(=O)NCc2ccccc2)CSC3)cc1 | -0.4% | 9.9% | 15.7% | . | . | . | 10.2% | -2.3% | .
O=c1c(Br)c(NCc2ccccc2)cnn1-c1ccc(F)cc1 | 0.0% | -29.8% | ? | 5.2% | 16.7% | 0.6% | -5.8% | -2.3% | -0.6%
COc1ccc(Cl)cc1NC(=O)C1CC(c2ccccc2O)=NO1 (stereo not given) | -1.3% | -5.1% | -5.7% | -14.5% | -2.4% | -18.5% | ? | 2.4% | -1.2%
O=C(NC(CO)(CO)CO)[C@@H]1CCCN1S(=O)(=O)c1cccc2cccnc12 | -20.3% | 44.3% | 2.4% | -5.0% | -7.4% | 7.0% | -52.8% | -4.5% | 10.5%
CCCc1cc(=O)oc2cc(C)cc(OCC(=O)Nc3ccccn3)c12 | ? | -0.5% | 18.4% | 21.1% | ? | 0.6% | -9.1% | -3.0% | 7.3%
O=C(COC(=O)C1CC(O)CN1S(=O)(=O)c1ccc(Cl)cc1)c1cccc(Cl)c1 (stereo not given) | 0.0% | 6.6% | -15.7% | 0.4% | ? | 21.3% | 6.9% | 11.5% | 13.0%
O=C(CC1CCCC1)N1CCN(S(=O)(=O)c2cccc(Br)c2)CC1 | -20.8% | 5.4% | 15.4% | 1.7% | . | 2.6% | -15.7% | -6.7% | 5.6%
COc1ccc(-c2nc3ccccc3o2)cc1NC(=O)c1ccc(-c2ccc(C)c(Cl)c2)o1 | 16.6% | 6.6% | 15.6% | . | . | . | 1.5% | -1.1% | .
CCOCCCNc1ccc(N2C(=O)C3CCCCC3C2=O)cc1[N+](=O)[O-] (stereo not given) | -3.9% | -8.3% | -10.8% | 6.7% | 2.4% | 1.4% | -27.8% | -2.9% | 6.2%
Cc1nnc(NC(=O)CSc2nnc(C(C)NC(=O)c3ccccc3F)n2C)s1 (stereo not given) | 0.0% | -4.9% | 3.6% | -4.6% | ? | 20.6% | 4.4% | 8.1% | 12.0%
Cc1ccc(/C=N/NC(=O)c2ccncc2)cc1 | ? | -4.6% | . | -0.1% | -27.3%[1.84 µM] | 8.3% | 4.2% | -0.1% | -0.6%
CC(=O)N(C)c1ccc(NC(=O)N2CCOCC2)cc1 | ? | 33.6%[activator] | 12.9% | -5.4% | -0.9% | 17.9% | 8.5% | -1.7% | 10.5%
CCOc1ccc(CNc2nnnn2C)cc1 | 13.5% | 0.3% | -27.9% | -4.5% | 1.7% | -8.3% | 1.5% | -0.4% | -0.2%
COc1ccc(C(=O)CSc2nnc(-c3ccccc3)o2)cc1 | -12.8% | -6.8% | -14.3% | -14.5% | -10.2% | 14.3% | -12.4% | 21.6% | 8.4%
CC1CC(C)CN(C(=O)c2ccc3ncsc3c2)C1 (stereo not given) | ? | -17.1% | 1.1% | 1.2% | 3.4% | -0.4% | 7.6% | 0.0% | -6.5%
CC(=O)N/C(=C\c1cccs1)C(=O)O | 2.4% | 29.5% | 19.8% | 1.0% | -2.1% | 16.4% | -5.5% | 16.4% | 8.4%
